Compound activity (PubChem BioAssay)
PTK2B oligo ant = antagonists of human Pyk2 oligomerization | Q14289 | 0.83% of 99,000 active | Q293 cells, Pyk2 FERM NanoBiT luminescence; stronger effect = lower value | z-score (the deposit names both 25 µM and 10 µM);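 active = Z-score of -3 or lower, scaled per plate to the spread of control and sample wells; inactive = z-score above -3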;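 also: negative z-score means lost luminescence so less FERM oligomerization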
cytoskel mod = cytoskeleton assembly modification. HUVEC TNFa F-actin phalloidin imaging, high content. inhibition, % at 2 µM. 0.18% of 91,000 active. AID 836;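 active = inhibition above the batch mean plus 3 SD and confirmed as a hit by visual image inspection, cut at about 30% in these data, passing the limit was not always enough; inconclusive = above the inhibition threshold but rejected on visual inspection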; also: strong numbers were not always called active
HUVEC tox TNFa = HUVEC cytotoxicity counter-screen, TNF alpha stimulated. cell count reduction, % at 2 µM. HUVEC TNFalpha-stimulated, Hoechst cell count, imaging. 0.17% of 93,000 active;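 active = cell count reduction exceeding the screen mean by over 5 SD, scaled to untreated wells per plate, cut at about 78% in these data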;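 also: cells counted after 24 h of TNF alpha exposure following the 1 h pretreatment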
HUVEC inhibit = human endothelial cell proliferation inhibition; HUVEC proliferation, CellTiter-Glo luminescence, 72 h; stronger effect = lower value; viability, % at 10 µM (by protocol); 1.1% of 86,000 active; AID 648;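 active = viability at or below 30%; inactive = viability above 30%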;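 also: 100% = median luminescence of DMSO-only cell control wells on each plate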
Lung fibro prol = blocks proliferation of human lung fibroblasts | viability, % at 10 µM | LL 47 human lung fibroblast viability, ATP luminescence; stronger effect = lower value | 1.1% of 85,000 active;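 active = viability at or below 50% in the single dose screen; inactive = viability above 50%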;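 also: compound exposure lasted 72 h before the ATP readout; 100% = median luminescence of untreated cell-only wells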
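Material: human LL 47 lung fibroblast cells; quantity: 1,150 cells/well; medium: IMEM plus 15% FBS; doses: 0.1% DMSO in all compound wells; timing: overnight attachment after seeding, then 72 h compound exposure at 37 °C; detection: CellTiter-Glo luminescence; measure: % viability of median cell-only signal; controls: cell-only wells, no compound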
IL1B cytotox = HUVEC cytotoxicity counter-screen, IL-1B stimulated; HUVEC cell count loss, Hoechst imaging; cell count reduction, % at 2 µM; 0.41% of 94,000 active;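 active = cell count reduction more than 3 SD above the screen-wide mean, cut at about 70% in these data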;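 also: normalized per plate to untreated control cells as the no-loss baseline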
Smad3 inh = Smad3 (human) transcription factor binding inhibition; P84022; 0.29% of 88,000 active; AID 630; inhibition, % at 25 µM; TR-FRET Smad3/Dy647-FoxH1 peptide binding, europium anti-His;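 active = compounds that reduce the energy-transfer binding signal between the protein and its labelled peptide by more than half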;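 also: 0% = Smad3 plus labelled peptide maximal FRET and 100% = peptide-only background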
Target sequence (P84022 whole entry, looked up): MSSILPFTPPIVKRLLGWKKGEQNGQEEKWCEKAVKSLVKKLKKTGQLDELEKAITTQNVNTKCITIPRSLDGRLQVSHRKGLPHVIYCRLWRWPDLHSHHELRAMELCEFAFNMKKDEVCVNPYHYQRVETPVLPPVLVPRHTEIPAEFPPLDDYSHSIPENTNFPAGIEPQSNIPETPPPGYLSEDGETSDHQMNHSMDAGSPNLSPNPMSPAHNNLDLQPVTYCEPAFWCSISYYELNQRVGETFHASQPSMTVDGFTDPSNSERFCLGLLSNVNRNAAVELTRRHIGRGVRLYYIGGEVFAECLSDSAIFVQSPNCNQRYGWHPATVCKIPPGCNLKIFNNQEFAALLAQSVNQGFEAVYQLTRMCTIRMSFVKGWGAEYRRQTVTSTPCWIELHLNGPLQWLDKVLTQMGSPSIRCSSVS
H69AR growth 86K = blocks growth of human H69AR lung tumor cells | H69AR lung tumor viability, ATP luminescence, 72 h; stronger effect = lower value | AID 598 | 6% of 85,000 active | viability, % at 10 µM;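 active = viability at or below 40%; inactive = viability above 40%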;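 also: multidrug resistant small cell line overexpressing MRP-1 efflux transporter; 100% = mean luminescence of untreated control wells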
VCAM1 TNFa inh = reduces TNF alpha induced VCAM1 expression in HUVEC; HUVEC TNFa-induced VCAM-1 immunofluorescence, high-content imaging; inhibition, % at 2 µM; 0.48% of 95,000 active; AID 802;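 active = inhibition above the batch mean plus 3 SD, with images confirmed as a hit by eye, cut at about 37% in these data; inconclusive = inhibition above that limit but hit not confirmed in images; inactive = inhibition not above that limit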;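 also: 0% = TNF-stimulated DMSO wells and 100% = unstimulated control wells; not every result past the cut was called active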
* hit, by the source's call; ? = inconclusive; · = not tested or not shown; [ ] = remark or other dose. These rows are one share of the data (hit frequency here may not be typical).

SMILES,PTK2B oligo ant,cytoskel mod,HUVEC tox TNFa,HUVEC inhibit,Lung fibro prol,IL1B cytotox,Smad3 inh,H69AR growth 86K,VCAM1 TNFa inh
COC(=O)c1cn(NC(=O)C2CCC(C(C)(C)C)CC2)c(=O)c2ccccc12 (stereo not drawn),-0.47,7,-28,·,·,-23,·,·,8
CCCCCCCCS(=O)C1CCS(=O)(=O)C1 (stereo not drawn),0.19,11,-18,97,98,-13,15[fluorescence artefact?],95,17
COc1ccc2[nH]c(=O)c(CNc3ccccc3)cc2c1,-0.16,·,3,93,105,16,-14[fluorescence artefact?],61,3
O=C(Nc1ccccc1)N(Cc1cccs1)C1CCCC1,-0.18,2,14,101,91,8,6,98,7
CC(C(=O)c1ccc(-c2ccccc2)cc1)[n+]1ccccc1 (stereo not drawn),0.68,4,15,·,·,23,·,·,9
Fc1cccc(Cl)c1CSc1nnc(CN2CCOCC2)n1-c1ccccc1,-0.33,-15,0,·,·,21,·,·,17
O=C(Cn1cncn1)NCc1cccc2ccccc12,-1.2,·,0,·,·,25,·,·,-5
COc1cccc(OCCNc2cc(Cl)ccc2[N+](=O)[O-])c1,-1.2,-11,-1,·,·,-45,·,·,-3
CCOc1cc(S(=O)(=O)N2CC=C(c3ccc(F)cc3)CC2)c(OCC)cc1-n1cnnn1,1.8,-8,-33,63,48*,-25,11,12*,-42
CC(C)OC(=O)CN1C(=O)C(=O)c2ccccc21,1.4,0,0,92,112,-13,4,13*,6
C=CCn1c(SCc2csc(C)n2)nc2sc3c(c2c1=O)CCC(C)C3 (stereo not drawn),-1.1,0,-13,87,88,-40,2,31*,-3
CC1=C(C(=O)N2CCOCC2)C(c2ccccc2F)C2=C(CCCC2=O)N1 (stereo not drawn),0.89,6,1,87,98,-16,-8,91,-12
COCCN(Cc1cc2cc3c(cc2n2nnnc12)OCO3)C(=O)c1ccccc1F,0.29,4,-8,94,99,3,5,67,11
O=C(NC1=NCCS1)c1ccncc1,0.09,12,-33,97,102,-17,0,108,7
Cc1nn(CC(=O)NCc2cccc3ccccc23)c(=O)c2ccccc12,0.22,-22,12,57,102,7,-8,85,1
CCc1cccc(OCCCN2C(=O)NC(C)(C)C2=O)c1,-0.01,9,14,94,96,-7,0,94,-1
COc1ccc(C(=O)CC(Nc2ccc([N+](=O)[O-])cc2)c2ccc(Cl)cc2)cc1 (stereo not drawn),-0.65,-3,-7,·,·,-20,·,·,3
O=C1NCCCC1C(=O)NCCNC(=O)C(F)(F)F (stereo not drawn),-0.54,-2,18,88,107,-18,-10,99,-12
O=C(c1cccs1)n1nc(-c2ccc(Cl)cc2)nc1NCc1ccco1,-0.17,0,-13,95,98,9,-2,77,3
CCCOc1ccc(C(=O)NC(=S)Nc2nc3ccccc3s2)cc1,-0.45,-5,4,·,·,44,·,·,-5
Cn1c(=O)c2c(nc(N3CCCCCC3)n2CC(=O)c2ccc(Br)cc2)n(C)c1=O,0.33,·,·,104,83,·,13,47,·
O=C(O)c1ccc(CS(=O)c2cccc(C(F)(F)F)c2)o1 (stereo not drawn),0.54,·,·,94,97,18,4,105,·
COc1ccc(NC(=O)C2CCCN(S(=O)(=O)c3ccc(C)cc3)C2)cc1OC (stereo not drawn),-0.27,-6,6,·,·,17,·,·,12
COc1ccccc1/C=C1\NC(=S)N(CC2CCCO2)C1=O (stereo not drawn),-0.98,0,3,·,·,7,·,·,29
CC(C)C(NC(=O)OCc1ccccc1)C(=O)O (stereo not drawn),0.83,2,-4,95,101,-4,-5,96,3
c1ccc(N=P(c2nc3ccccc3o2)(N2CCOCC2)N2CCOCC2)cc1,1.3,-23,-28,104,94,-17,7,98,4
Cc1ccc(N(C)C(=O)N2CCN(c3ccccn3)CC2)cc1,·,-6,-15,94,95,46,-1,97,20
COc1cc(NC(=O)CN2C(=O)c3ccccc3C2=O)c(C(=O)O)cc1OC,-1.4,-13,-4,·,·,20,·,·,5
Cc1c(NC(=O)c2cc(CC(C)C)on2)c(=O)n(-c2ccccc2)n1C,·,1,-38,107,99,14,-5,95,-3
COc1ccc(N2C(=O)C3CCCN3C2c2cc(OC)c(OC)c(OC)c2)cc1 (stereo not drawn),·,14,-20,104,102,10,-5,91,5

Other results:
SMILES,PTK2B oligo ant,cytoskel mod,HUVEC tox TNFa,HUVEC inhibit,Lung fibro prol,IL1B cytotox,Smad3 inh,H69AR growth 86K,VCAM1 TNFa inh
Cc1ccc(Oc2ccc(/C=N/O)cn2)cc1,-0.22,22,1,·,·,4,·,·,5
Cn1c(=O)n(CCOc2ccc(Cl)cc2Cl)c2ccccc21,-0.35,-1,5,43,86,-7,-8,69,5
CC1=C(C(=O)OCC2CCCO2)C(c2ccncc2)C2=C(CC(C)(C)CC2=O)N1 (stereo not drawn),-0.74,10,-12,99,105,-22,2,83,10
O=C(O)c1ccccc1Nc1ccccc1C(=O)O,0.36,?,39,·,·,-21,·,·,?
OCCNc1nc(NCCC2=CCCCC2)nc(N2CCOCC2)n1,-1.2,-8,12,103,98,-4,-11,89,6
CCOC(=O)Nc1ccc(C(N)=O)cc1,0.18,-44,-9,98,88,-33,2,115,6
N#Cc1nc(COc2ccccc2)oc1N1CCCCC1,·,10,-38,97,95,-7,10,95,16
Cc1ccc(S(=O)(=O)c2ccc(Oc3ccccc3)cc2)cc1,-1.8,-13,-37,·,·,-75,·,·,-20
COc1ccc(C)cc1NC(=O)Nc1ccc(Br)cn1,0.6,4,-18,86,98,-2,6,74,0
COc1ccc(CN(C(=O)Cn2nnc3ccccc32)C(C(=O)NC(C)(C)C)c2ccco2)cc1 (stereo not drawn),1.5,0,-26,91,101,-28,4,86,19
CCN(CC)CCNC(=O)c1cn(C)c2ccc(S(=O)(=O)N(C)C3CCCCC3)cc2c1=O,·,·,·,89,101,·,-13,90,·
C=CCc1cccc2cc(C(=O)NC3=C(C#N)CCC3)c(=O)oc12,0.66,-1,-2,·,·,8,·,·,-8
Cc1ccc(C2C(C#N)C(C#N)N3CCCN23)cc1 (stereo not drawn),1.7,-14,8,103,96,-7,-9,85,-8
O=c1c2ccccc2c(C=NCCCN2CCOCC2)c(O)n1Cc1ccccc1,-0.45,17,34,96,91,7,3,72,11
Cc1ccc(S(=O)(=O)N/N=C\c2ccc(C)o2)cc1,1.5,-49,4,·,·,-20,·,·,5
CC(C)Cn1cnc2c1c(=O)n(CC(O)c1ccccc1)c(=O)n2CC(C)C (stereo not drawn),0.23,-7,-17,91,95,0,-14,28*,-6
CSC1=C(C#N)C(c2ccc3c(c2)OCO3)C2=C(CCCC2=O)N1 (stereo not drawn),-1.9,3,3,75,113,12,-5,87,-4
CCCN1C(=O)C(NS(=O)(=O)c2ccc(N)cc2)(C(F)(F)F)C(C(=O)OC)=C1C (stereo not drawn),-0.21,-7,-15,88,96,-11,-6,93,-2
CN1CCc2c(sc(/N=C/c3ccco3)c2C(N)=O)C1,0.55,-34,-9,99,100,-2,-5,102,13
COc1cccc2cc(C(=O)N3CCN(c4ccccc4F)CC3)c(=O)oc12,0.07,0,0,106,97,-4,8,94,-4
CC(=O)c1ccc(-c2nc3c4ccccc4ccn3c2C(C)=O)o1,0.43,-26,-26,·,·,11,·,·,-9
CCOc1ccc(C(C)NC(=O)CCC(=O)O)cc1 (stereo not drawn),-0.93,·,·,101,103,·,6,110,·
Cn1c(Cc2cccs2)nnc1SCC(=O)N1CCc2ccccc21,1.3,19,-25,97,87,-15,-6,85,-5
O=[N+]([O-])c1ccc(Cl)c(/C=N/N2CCN(Cc3ccc(Cl)cc3)CC2)c1,0.86,-13,11,108,99,-18,-6,90,1
Cc1cc(NS(=O)(=O)c2ccc(C3CCCCC3)cc2)no1,-0.1,-3,-18,79,90,15,5,88,-10
COC(=O)c1cc2c(C)cc3ccc(C)cn3c-2c1C(=O)OC,-0.15,4,-21,·,·,-12,·,·,-3
O=C(c1cccc(S(=O)(=O)N2CCOCC2)c1)N1CCOCC1,0.99,17,-7,96,104,10,-2,104,-3
CC(C)(C)c1ccc(-c2nnc(SCCC#N)n2C2CCCC2)cc1,-0.64,2,-30,101,92,-18,2,69,-8
O=C(Nc1ccccc1Cl)c1cccs1,0.51,-3,-54,109,105,11,-4,96,-15
CC(C)Cc1cc(C(=O)NCCN2CCOCC2)no1,·,·,·,100,100,·,-9,100,·

(continued)
SMILES,PTK2B oligo ant,cytoskel mod,HUVEC tox TNFa,HUVEC inhibit,Lung fibro prol,IL1B cytotox,Smad3 inh,H69AR growth 86K,VCAM1 TNFa inh
CC(C)(C)C1CCc2c(C(=O)N/N=C/c3cccs3)csc2C1 (stereo not drawn),1.2,-2,-15,·,·,·,·,·,2
Cc1ccc(S(=O)(=O)N2CCCC2C(=O)Nc2cc(C)on2)cc1 (stereo not drawn),0.71,-1,-15,96,109,4,15,99,21
Cc1ccc(-c2nnn(CC(=O)Nc3cccc4cccnc34)n2)o1,0.52,-13,-24,101,108,4,6,·,-1
COc1ccc(NC(=O)OC(CN2CCCCC2)C(F)(F)F)cc1 (stereo not drawn),0.29,-26,-1,·,·,4,·,·,-7
O=C(c1cc2cc(Br)cc(Br)c2oc1=O)N1CCCC1,-0.03,2,-14,104,106,-4,3,96,6
Cc1nc2oc(C(=O)c3ccccc3)c(N)c2c2c1COC(C)(C)C2,-0.06,5,-10,76,62,-177,4,80,-1
CCC(c1nnnn1CCOC)N(Cc1ccc(C)cc1)Cc1cc2cc(OC)ccc2[nH]c1=O (stereo not drawn),0.33,·,·,85,91,2,8,86,·
CCOC(=O)C1CCN(Cc2c(O)ccc3ccccc23)CC1,-1,0,-26,82,91,-10,-1,84,0
CN(C)S(=O)(=O)N1CCN(c2cccc(Cl)c2)CC1,-0.61,-1,3,85,89,2,0,91,2
CCOCCCn1c(C)nc2c(c1=O)c1nc3ccccc3nc1n2-c1ccc(C)cc1,-1.1,-48,-3,109,105,0,5,84,1
CC(=O)Nc1cccc(NC(=O)CCc2ccccc2)c1,0.17,11,-8,90,103,-5,-11,99,7
CCCCN1C(=O)CC(Sc2ccccc2C(=O)O)C1=O (stereo not drawn),1.1,-12,11,95,99,-12,2,79,9
CC(NC(=O)NCCCC(=O)O)(C(F)(F)F)C(F)(F)F,1.2,-8,-9,93,106,18,0,96,8
COc1cc(OC)cc(C(=O)NCC(=O)N2CCC(C)CC2)c1,-0.22,·,·,91,99,-1,6,99,·

Single records (already shown).
Entry for COc1ccc(NC(=O)OC(CN2CCCCC2)C(F)(F)F)cc1 (stereo not drawn) → PTK2B oligo ant = 0.29; cytoskel mod = -26; HUVEC tox TNFa = -1; HUVEC inhibit = ·; Lung fibro prol = ·; IL1B cytotox = 4; Smad3 inh = ·; H69AR growth 86K = ·; VCAM1 TNFa inh = -7
Entry for Cc1ccc(S(=O)(=O)N2CCCC2C(=O)Nc2cc(C)on2)cc1 (stereo not drawn) → PTK2B oligo ant = 0.71; cytoskel mod = -1; HUVEC tox TNFa = -15; HUVEC inhibit = 96; Lung fibro prol = 109; IL1B cytotox = 4; Smad3 inh = 15; H69AR growth 86K = 99; VCAM1 TNFa inh = 21

Only PTK2B oligo ant, for some of the entries so far:
structure	PTK2B oligo ant
Cc1ccc(-c2nnn(CC(=O)Nc3cccc4cccnc34)n2)o1	0.52
CCCCN1C(=O)CC(Sc2ccccc2C(=O)O)C1=O (stereo not drawn)	1.1
CN(C)S(=O)(=O)N1CCN(c2cccc(Cl)c2)CC1	-0.61
COc1ccc(NC(=O)OC(CN2CCCCC2)C(F)(F)F)cc1 (stereo not drawn)	0.29
